# SV40 large T antigen – SV40 large T antigen inhibitors, biochemical (AID 1903). SV40 large T antigen ATPase/helicase inhibition assay; higher % means a stronger effect. inhibition, % at 20 µM, or IC50 in µM where a hit was titrated. 0.39% of 310,000 active; in the data active = a potency from the dose series; inconclusive = inhibition mostly from about 32% at the one dose, without a potency; inactive = the rest, 99 in 100 with inhibition below about 32%; also: strong numbers were not always called active
# West Nile antiviral – West Nile virus antiviral activity, cell-based, CPE readout (AID 1621) | West Nile virus-infected cells, CPE inhibition; higher % means a stronger effect | CPE inhibition, % at 10 µM, or IC50 in µM where a hit was titrated | 0.02% of 290,000 active; in the data active = a potency from the dose series; inconclusive = CPE inhibition mostly from about 3.7% at the one dose, without a potency; inactive = the rest, 99 in 100 with CPE inhibition below about 2.2%; also: strong numbers were not always called active
# RSV antiviral HEp-2 – RSV antiviral activity via CPE protection, HEp-2 cells, primary 10 µM value included (AID 2391) | HEp-2 cells, RSV-induced CPE inhibition; higher % means a stronger effect | CPE inhibition, % at 10 µM, or IC50 in µM where a hit was titrated | 0.13% of 310,000 active; in the data active = a potency from the dose series; inconclusive = CPE inhibition mostly from about 23% at the one dose, without a potency; inactive = the rest, 99 in 100 with CPE inhibition below about 21%; also: strong numbers were not always called active
# Dengue-2 NS5 capping – Dengue-2 NS5 methyltransferase inhibitors, primary screen, biochemical, confirmation dose response (AID 588689); Dengue-2 NS5 methyltransferase capping enzyme assay, biochemical; higher % means a stronger effect; 0.3% of 340,000 active; Genome polyprotein (Dengue virus type 2 (strain 16681-PDK53)); one-dose inhibition, % at 25 µM; IC50 in µM for titrated hits; in the data active = a potency from the dose series; inconclusive = inhibition above about 29% without an active follow-up result
# SIAH1 antagonists – Siah-1 peptide-binding antagonists, primary screen, biochemical, fluorescence polarization, rhodamine-plectin, uHTS (AID 1817); E3 ubiquitin-protein ligase SIAH1 (Homo sapiens); Siah-1 / rhodamine-plectin peptide fluorescence polarization; higher % means a stronger effect; displacement, % at 20 µM, or IC50 in µM where a hit was titrated; 0.02% of 290,000 active;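 active = displacement of at least 50% at 20 µM, with a fluorescence ratio check between 0.3 and a set limit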;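 also: plate controls were Siah plus tracer with DMSO for no effect and tracer alone without Siah for full effect; strong numbers were not always called active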
# UTI89 phage lysis – inhibition of K1F phage lysis, E. coli UTI89, bacterial capsule biogenesis inhibitors, alamar blue (AID 488966); E. coli UTI89 K1F phage lysis, alamar blue, 2 h; higher % means a stronger effect; one-dose inhibition, % at 100 µM; IC50 in µM for titrated hits; 0.02% of 340,000 active;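 active = phage lysis inhibition, versus mean bacterial control, above a set limit; inconclusive = no clear call, values can overlap the other calls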;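 also: capsule biogenesis inhibitors block K1F phage lysis so surviving cells raise fluorescence; higher fluorescence means more inhibition of phage lysis; actives were called in the ten point dose series up to 300 µM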
# NTR1 agonist – agonists of NTR1, primary screen, imaging, U2OS cells, beta-arrestin-GFP, high content (AID 493036). 0.17% of 330,000 active. NTR1-U2OS beta-arrestin-GFP spot imaging, agonist mode. Neurotensin receptor type 1 (Homo sapiens), P30989. activation, % at 20 µM;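 active = activation at or above 40% of the spot to cytoplasm intensity ratio, with at least 20 cells analyzed; inconclusive = wells under 20 cells, flagged as cytotoxic or low count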;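 also: 0% = DMSO without peptide and 100% = 100 nM NTR1 peptide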
# Target sequence (P30989 whole entry, looked up): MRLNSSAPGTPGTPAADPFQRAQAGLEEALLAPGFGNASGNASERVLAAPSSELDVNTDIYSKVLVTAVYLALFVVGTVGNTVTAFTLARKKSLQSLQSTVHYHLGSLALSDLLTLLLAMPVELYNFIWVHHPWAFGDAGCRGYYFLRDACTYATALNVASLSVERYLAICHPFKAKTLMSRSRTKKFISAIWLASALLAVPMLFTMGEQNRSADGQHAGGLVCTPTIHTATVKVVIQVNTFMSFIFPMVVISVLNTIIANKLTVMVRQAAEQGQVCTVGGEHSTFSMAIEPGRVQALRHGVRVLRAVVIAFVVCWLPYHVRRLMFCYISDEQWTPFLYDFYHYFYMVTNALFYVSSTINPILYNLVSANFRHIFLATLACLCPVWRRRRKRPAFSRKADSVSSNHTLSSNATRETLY
# MgcRacGAP inhibition – MgcRacGAP GTPase-activating activity inhibitors, confirmation, biochemical, ADP Hunter fluorescence; Rac GTPase-activating protein 1 (Homo sapiens); MgcRacGAP-stimulated Rac1 GTP hydrolysis, ADP Hunter fluorescence; higher % means a stronger effect; GST-tagged Rac1 F28L mutant substrate; one-dose inhibition, % at 30 µM; IC50 in µM for titrated hits; 0.6% of 340,000 active;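 active = first-screen hits whose inhibition reached a set limit at any dose in the follow-up dose series; inconclusive = inhibition above the set first-screen limit but never retested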;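 also: fluorescence reports GDP produced by GAP-driven GTP hydrolysis; strong numbers were not always called active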
# AID2073 – inhibitors of Mint1-CaV2.2 protein interaction, biochemical, HTRF (AID 2073); Voltage-dependent N-type calcium channel subunit alpha-1B (Homo sapiens); HTRF protein-protein interaction, Mint1-CaV2.2; higher % means a stronger effect; one-dose inhibition, % at 20 µM; IC50 in µM for titrated hits; 0.19% of 290,000 active; in the data active = inhibition mostly above about 51%, no sharp cut-off; inconclusive = no clear call, values can overlap the other calls; inactive = mostly below about 53%; also: some results filed as inactive read as strong as hits
# NTR1 agonist cell count 20 µM – second read-out of NTR1 agonist, no call of its own (marks repeat the call); cell count; measured here: cell count, cytotoxicity flag
# Dengue-2 NS5 capping pilot replicate – recorded beside Dengue-2 NS5 capping, whose call it bears; inhibition, %; measured here: pilot screen replicate inhibition
# * marks the source's active call; other numbers are inactive results; i = inactive; ? = inconclusive; / = not tested or not shown; [ ] = another dose, or the depositor's remark.
SMILES,SV40 large T antigen,West Nile antiviral,RSV antiviral HEp-2,Dengue-2 NS5 capping,SIAH1 antagonists,UTI89 phage lysis,NTR1 agonist,NTR1 agonist cell count 20 µM,MgcRacGAP inhibition,AID2073,others
CC1(C)CC(=NOC(=O)c2ccccc2)CC(C)(C)N1O,15%,-0.1%,0.9%,-3%,5%,-5.5%,1.4,46,-4%,?,
O=C(NCCCn1ccnc1)C(=O)NCC1OCCN1S(=O)(=O)c1ccc(F)cc1 (stereo unspecified),1%,-0.3%,-0.8%,-7%,0%,1.3%,0.8,84,13%,2%,
COCCn1ccc2c(OCC(=O)NCCc3ccccc3)cccc2c1=O,9%,/,2.9%,-8%,/,0.8%[50 µM],1.1,55,10%,/,
CCOC(=O)c1c(Nc2ccccc2OCCOC)n[nH]c1C,23%,0.0%,7.0%,8%,-7%,-0.3%,2.7,54,16%,16%,
COc1ccc(-c2cc(C(F)(F)F)nc(SCC(=O)Nc3cc(C)on3)n2)cc1,2%,0.0%,-1.4%,-9%,2%,1.5%,8.9,32,9%,8%,
CCOC(=O)NC(NCc1ccccc1Cl)(C(F)(F)F)C(F)(F)F,-2%,0.8%,1.5%,7%,0%,0.1%,-0.3,71,-2%,-3%,
O=C(c1cccc(F)c1)N1CCN(S(=O)(=O)c2ccccc2)CC1,7%,-0.1%,3.6%,-1%,-2%,1.0%,-1.7,41,10%,-4%,
COCc1c(C(=O)N2CCN(CCOc3ccccc3)CC2)oc2ccccc12,/,/,0.8%,-4%,/,0.5%[50 µM],-1.1,56,6%,/,
O=S(=O)(NCc1ccco1)c1cnc(Cl)c(Cl)c1,11%,0.1%,-0.6%,-9%,-4%,0.3%,7.3,63,2%,-5%,
O=C(CCN1CCCCC1)Nn1c(=S)[nH]c2ccccc2c1=O,14%,-0.6%,-0.3%,7%,-1%,2.9%,0.2,79,12%,-17%,
O=C(Nc1cccc(NC(=O)c2ccc(-c3ccc(Br)cc3)o2)c1)c1ccccc1,-6%,0.2%,18%,0%,2%,2.4%,1.1,52,6%,42%,
O=[N+]([O-])c1ccc(OCCOCCOc2ccc([N+](=O)[O-])cc2)cc1,11%,0.7%,2.0%,-9%,-2%,0.2%,0.9,62,12%,20%,
O=C(NCCSc1ccccc1)c1cccnc1,7%,-0.6%,1.6%,-1%,2%,0.1%[50 µM],0.1,56,3%,-14%,
COc1ccc(C2(CNS(=O)(=O)c3ccc(C)cc3)CCOCC2)cc1,10%,-0.1%,0.2%,5%,3%,0.0%,2.6,67,10%,-10%,
C/C(=N\NC(=O)CCCNc1ccc(C)cc1)c1ccccn1,?,-0.6%,-1.3%,1%,-6%,0.7%,0.9,65,24%,-17%,

# 10 structures already listed, arranged by length of the SMILES, highest first:
SMILES,SV40 large T antigen,West Nile antiviral,RSV antiviral HEp-2,Dengue-2 NS5 capping,SIAH1 antagonists,UTI89 phage lysis,NTR1 agonist,NTR1 agonist cell count 20 µM,MgcRacGAP inhibition,AID2073,others
O=C(Nc1cccc(NC(=O)c2ccc(-c3ccc(Br)cc3)o2)c1)c1ccccc1,-6%,0.2%,18%,0%,2%,2.4%,1.1,52,6%,42%,
O=[N+]([O-])c1ccc(OCCOCCOc2ccc([N+](=O)[O-])cc2)cc1,11%,0.7%,2.0%,-9%,-2%,0.2%,0.9,62,12%,20%,
O=C(NCCCn1ccnc1)C(=O)NCC1OCCN1S(=O)(=O)c1ccc(F)cc1 (stereo unspecified),1%,-0.3%,-0.8%,-7%,0%,1.3%,0.8,84,13%,2%,
O=C(c1cccc(F)c1)N1CCN(S(=O)(=O)c2ccccc2)CC1,7%,-0.1%,3.6%,-1%,-2%,1.0%,-1.7,41,10%,-4%,
CCOC(=O)NC(NCc1ccccc1Cl)(C(F)(F)F)C(F)(F)F,-2%,0.8%,1.5%,7%,0%,0.1%,-0.3,71,-2%,-3%,
COCCn1ccc2c(OCC(=O)NCCc3ccccc3)cccc2c1=O,9%,/,2.9%,-8%,/,0.8%[50 µM],1.1,55,10%,/,
O=C(CCN1CCCCC1)Nn1c(=S)[nH]c2ccccc2c1=O,14%,-0.6%,-0.3%,7%,-1%,2.9%,0.2,79,12%,-17%,
CC1(C)CC(=NOC(=O)c2ccccc2)CC(C)(C)N1O,15%,-0.1%,0.9%,-3%,5%,-5.5%,1.4,46,-4%,?,
CCOC(=O)c1c(Nc2ccccc2OCCOC)n[nH]c1C,23%,0.0%,7.0%,8%,-7%,-0.3%,2.7,54,16%,16%,
O=C(NCCSc1ccccc1)c1cccnc1,7%,-0.6%,1.6%,-1%,2%,0.1%[50 µM],0.1,56,3%,-14%,

# The list continues.
SMILES,SV40 large T antigen,West Nile antiviral,RSV antiviral HEp-2,Dengue-2 NS5 capping,SIAH1 antagonists,UTI89 phage lysis,NTR1 agonist,NTR1 agonist cell count 20 µM,MgcRacGAP inhibition,AID2073,others
O=C1CCc2ccccc2N1,15%,0.1%,0.0%,0%,3%,0.3%,0.3,54,3%,0%,
CC1Sc2ccc(S(=O)(=O)CCC(=O)N3CCN(c4ccccc4F)CC3)cc2NC1=O (stereo unspecified),-2%,-0.8%,2.6%,7%,6%,0.0%,0.7,51,9%,-5%,
O=C1C2C3C=CC(C3=C(c3ccccc3)c3ccccc3)C2C(=O)N1CCO (stereo unspecified),14%,0.5%,5.1%,-16%,0%,-0.8%,2.0,34,-1%,-3%,Dengue-2 NS5 capping pilot replicate=-6.4
COc1ccccc1CNC(=O)COC(=O)C1CCN(S(=O)(=O)c2ccc(C)c(C)c2)CC1,0%,/,-1.5%,-7%,/,0.7%[50 µM],-0.2,55,3%,/,
Cn1c(=O)oc2cc(S(=O)(=O)N3CCC(C(=O)N4CCN(c5ccc(F)cc5)CC4)CC3)ccc21,18%,-0.9%,11%,4%,4%,0.2%,2.4,47,8%,1%,
Cc1ccc(N=Nc2c(O)ccc3n[nH]nc23)cc1,5%,?,14%,11%,3%,-1.2%[50 µM],/,/,12%,-22%,
CCOc1ccccc1N(CC(=O)NC1CCCCC1)S(C)(=O)=O,1%,0.4%,1.0%,-4%,2%,-0.2%,-1.7,96,0%,-8%,
Cc1cc(C(=O)CSc2nncn2C)c(C)n1-c1ccccc1,6%,-0.2%,-0.2%,-5%,9%,-0.2%,-1.5,71,11%,-12%,
C/C(=N\NC(=O)c1ccccc1F)c1cccc(NC(=O)c2ccccc2)c1,18%,-0.6%,0.3%,0%,-4%,0.0%,0.4,55,4%,12%,
CC(=O)Nc1ccc(N2C(=O)C3C4CC(=O)C(c5ccccc54)C3C2=O)cc1 (stereo unspecified),0%,0.2%,-0.2%,-4%,4%,0.6%,-0.6,43,14%,-4%,
CSc1ncccc1C(=O)N1CCN(S(=O)(=O)c2cc(C)ccc2C)CC1,4%,-0.6%,0.4%,-7%,0%,0.0%,-1.8,56,8%,11%,
O=C(OCC(=O)N1CCN(c2ccccc2)CC1)c1ccc2ccccc2n1,9%,0.2%,0.4%,-3%,1%,0.4%,-1.1,85,4%,6%,
COc1cccc(N2CC(C(=O)Nc3nnc(SCC(=O)Nc4cc(C)on4)s3)CC2=O)c1 (stereo unspecified),12%,-0.7%,0.6%,-4%,11%,0.3%,-0.3,60,7%,56%,
CC1(C)Cc2ccccc2C(N/N=C/c2ccc([N+](=O)[O-])cc2)=N1,7%,-0.4%,0.5%,-11%,-6%,-0.4%,9.1,43,-4%,34%,
CN(CC(=O)Nc1ccc(Cl)c(C(F)(F)F)c1)C(=O)C1CCC1,18%,/,1.1%,-1%,/,1.1%[50 µM],1.0,40,6%,/,
CCOC(=O)c1c(C)n(C)c2cc(-c3ccc(F)cc3)c(O)cc12,-3%,-0.5%,2.0%,1%,11%,7.7%,-0.2,46,11%,10%,
Clc1cccc(CON/C=N/c2ncnc3sccc23)c1,2%,-0.5%,0.4%,-4%,0%,5.6%,-0.4,42,2%,-1%,
FCCCOc1ccc(CN2CCN(c3ccccc3F)CC2)cc1,2%,-0.3%,-1.7%,-9%,1%,0.2%,0.3,52,2%,-14%,
Cc1cc(C)n(-c2ccc(C(=O)OCC(=O)N3CCN(c4ccccc4)CC3)cc2)n1,/,/,/,-3%,/,0.2%[50 µM],0.5,57,3%,/,
Cc1csc(NC(=O)c2nc3nccc(C)n3n2)n1,8%,-0.4%,0.3%,-3%,-6%,1.6%,-0.6,53,7%,-2%,
O=C(c1ccoc1)N1CCC2(CC1)Oc1ccc(Cl)cc1C(=O)C21CC(c2ccc(Cl)cc2)=NO1 (stereo unspecified),5%,-0.2%,1.4%,2%,2%,-0.8%,1.5,47,0%,28%,
CC1CCCN(c2nc3ccsc3c(=O)s2)C1 (stereo unspecified),3%,-0.6%,3.6%,-3%,-3%,0.8%,4.8,66,6%,-6%,Dengue-2 NS5 capping pilot replicate=-2.3
CC1CCCN(C(=O)COC(=O)c2n[nH]c3ccccc23)C1 (stereo unspecified),12%,-0.1%,1.2%,-8%,0%,4.2%,-2.3,58,9%,-10%,
CC1Nc2ncnc(N3CCOCC3)c2N(Cc2ccccc2)C1=O (stereo unspecified),14%,/,0.2%,-5%,/,1.6%,0.6,44,4%,/,
C=CCN1C(=O)C(Cc2ccc(OCC)cc2)S/C1=N\N=C\c1cccs1 (stereo unspecified),-3%,-0.1%,?,-11%,-4%,0.2%,1.3,40,2%,2%,
CN(CC(=O)Nc1ccc(Cl)c(C(F)(F)F)c1)C(=O)Cc1n[nH]c(=O)c2ccccc12,17%,/,6.8%,1%,/,0.0%[50 µM],0.8,50,3%,/,
CCOC(=O)c1ccc2c(c1)N(CC#N)C(=O)C(C)(C)O2,2%,-0.1%,1.8%,-14%,-7%,0.2%,-0.6,33,6%,7%,
Cn1c(=O)c2cc(S(=O)(=O)N3CCN(c4cccc(C(F)(F)F)c4)CC3)ccc2n(C)c1=O,0%,/,1.2%,4%,-2%,i,1.2,65,3%,2%,
COc1ccccc1NC(=O)N(c1c(N)n(Cc2ccccc2)c(=O)[nH]c1=O)C1CCCC1,9%,0.5%,2.1%,-3%,0%,0.2%,-0.4,82,8%,-2%,
